Screening data as filed in PubChem BioAssay.
EPAC1 antagonist = EPAC1 (human) antagonism. EPAC1 GEF assay, Rap1b-BODIPY-GDP exchange fluorescence. Potency, µM (titrated, usually from 115 µM), inactives show at the top dose activity change, negative = inhibition, most hits filed as inhibitors. actives 0.14% (n = 360,000);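 note: potency is the fitted concentration of half-maximal effect; plate controls were vehicle for no effect and positive control for full effect; nearly all actives have a fitted effect of over 50% in size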
PLK1 PBD inh = PLK1 (human) polo-box domain binding inhibition; P53350; Plk1 PBD binding of FITC phosphopeptide, fluorescence polarization; Potency, µM, for the others: max response, negative = inhibition, usual class: inhibitors; actives 2.8% (n = 360,000); note: potency is the fitted concentration of half-maximal effect; series mostly up to about 57 µM; % is set by controls: 0 for no effect and ±100 for the full control effect; nearly all actives have a fitted effect of over 65% in size
Target sequence (P53350 whole entry, looked up, the tested form may be a part): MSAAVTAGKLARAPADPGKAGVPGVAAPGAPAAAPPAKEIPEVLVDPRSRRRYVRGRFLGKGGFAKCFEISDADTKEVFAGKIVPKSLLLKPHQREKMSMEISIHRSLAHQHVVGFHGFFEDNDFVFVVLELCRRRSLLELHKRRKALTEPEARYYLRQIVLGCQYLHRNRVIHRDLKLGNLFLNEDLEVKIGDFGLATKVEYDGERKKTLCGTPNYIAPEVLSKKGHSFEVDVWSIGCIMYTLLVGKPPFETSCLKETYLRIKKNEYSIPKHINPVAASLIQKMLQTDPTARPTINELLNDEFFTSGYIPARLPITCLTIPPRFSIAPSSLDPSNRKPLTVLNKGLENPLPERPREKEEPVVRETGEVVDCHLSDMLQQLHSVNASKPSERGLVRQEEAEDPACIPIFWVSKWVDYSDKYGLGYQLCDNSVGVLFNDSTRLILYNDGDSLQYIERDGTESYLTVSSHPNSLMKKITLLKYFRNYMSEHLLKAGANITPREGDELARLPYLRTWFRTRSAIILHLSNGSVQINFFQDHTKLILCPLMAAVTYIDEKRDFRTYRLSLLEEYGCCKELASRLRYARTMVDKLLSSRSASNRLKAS
Abeta yeast res = restores growth of yeast expressing A-beta42 peptide; yeast expressing A-beta42, growth rescue, OD600, 48 h; response scale: 0% DMSO, 100% iron-clioquinol control; Potency, µM (highest dose often 46.1 µM), for the others: top-dose growth rescue, hits mostly activators; actives 0.063% (n = 410,000); AID 1347071; note: potency is the fitted concentration of half-maximal effect; nearly all actives have a fitted effect of over 55% in size
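Yeast growth medium received pinned compounds, then yeast cells expressing toxic A-beta were added; plates incubated at 30 C for 48 hr. Growth read as absorbance at 600 nm, normalized to DMSO and equimolar FeCl3 plus clioquinol controls.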
FUS suppressor = rescues growth of FUS-expressing yeast. S. cerevisiae FUS-expressing, growth rescue, OD600, 24 h. Potency, µM (series often up to 76.6 µM), for the others: at the top dose growth rescue (activation), actives largely listed as activators. actives 0.24% (n = 390,000). AID 1347120;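 note: potency is the fitted concentration of half-maximal effect; plate controls were DMSO vehicle for no effect and reference control for full effect; nearly all actives have a fitted effect of over 55% in size; some results filed as inactive show a strong effect at the top dose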
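Quantitative HTS measuring growth restoration of FUS-toxic yeast. Galactose-induced cells (OD 0.005) were exposed 24hr at 30C to compounds at several concentrations, then absorbance at 600 nm was recorded.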
EPAC1 agonist = activates human EPAC1 exchange factor. O95398. EPAC1 agonist qHTS, biochemical assay; response scale: 100% = response to 6.5 mM cAMP. Potency, µM (doses to about 154 µM), inactives show at the highest dose activation, hits mostly activators. actives 0.073% (n = 360,000); note: potency is the fitted concentration of half-maximal effect; nearly all actives have a fitted effect of over 60% in size
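Nucleotide exchange assay: 100 nM EPAC1 with 250 nM Rap1B loaded with BODIPY-GDP and 50 uM GDP, room temperature. Fluorescence (480/540 nm) read every 5 min for 30 min; signal change normalized to 6.5 mM cAMP as full agonist.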
WRN helicase inh = WRN helicase (human) inhibition; Q14191; WRN helicase unwinding, fluorescent forked duplex, kinetic; Potency, µM (top dose mostly 114 µM), for inactives: at the top dose activity change, negative = inhibition, actives largely listed as inhibitors; actives 0.46% (n = 360,000); AID 651768; note: potency is the fitted concentration of half-maximal effect; % is set by controls: 0 for no effect and ±100 for the full control effect; nearly all actives have a fitted effect of over 55% in size
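Kinetic fluorescence helicase assay: unwinding of a quenched forked DNA duplex (100 nM final) with 2 mM ATP final raises red fluorescence (525/598 nm). Compounds sat 15 min at room temperature with 20 nM WRN beforehand.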
aSyn rescue = inhibitors of alpha-synuclein toxicity in yeast. AID 652106. actives 0.14% (n = 370,000). Potency, µM (highest dose often 46.1 µM), without a hit: at the top dose growth rescue (activation), most hits filed as activators. Yeast expressing alpha-synuclein, growth rescue, BacTiter-Glo, 24 h; note: potency is the fitted concentration of half-maximal effect; % of control where 0% means no effect; nearly all actives have a fitted effect of over 65% in size
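Screening used galactose-induced yeast with toxic alpha-synuclein levels, exposed to compound for 24 hr at 30 deg C. Cell growth, read with BacTiter-Glo luminescence, gave the measured signal.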
IL-2 act = activates IL-2 in a cell-based reporter assay | IL-2 activation reporter assay, cell-based qHTS; stimulated with anti-CD3/CD4/CD28 beads; in transgenic mouse T cells | activation, % (series mostly up to about 46 µM) | actives 0.065% (n = 360,000) | AID 652025; in the data active = activation above about 50%; inconclusive = mostly about 30% to 49%; note: 0% is about no effect
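Using fluorescent plate cytometry, EGFP and DsRed are detected in transgenic mouse T cells stimulated 18 h at 37 degrees C with antibody-coated beads after 60 min compound pretreatment.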
PI5P4Ka inh = PI5P4K alpha (human) kinase inhibition; P48426; PI5P4Kalpha enzyme, ADP-Glo luminescence, 60 min; hits give low values; max response, %; actives 1.2% (n = 330,000); AID 652105; active = max response of -50% or lower; inconclusive = between -30% and -50%; inactive = -30% or higher; note: value at the top dose of about 77 µM; % is set by controls: 0 for no effect and ±100 for the full control effect
Target sequence (P48426 whole entry, looked up): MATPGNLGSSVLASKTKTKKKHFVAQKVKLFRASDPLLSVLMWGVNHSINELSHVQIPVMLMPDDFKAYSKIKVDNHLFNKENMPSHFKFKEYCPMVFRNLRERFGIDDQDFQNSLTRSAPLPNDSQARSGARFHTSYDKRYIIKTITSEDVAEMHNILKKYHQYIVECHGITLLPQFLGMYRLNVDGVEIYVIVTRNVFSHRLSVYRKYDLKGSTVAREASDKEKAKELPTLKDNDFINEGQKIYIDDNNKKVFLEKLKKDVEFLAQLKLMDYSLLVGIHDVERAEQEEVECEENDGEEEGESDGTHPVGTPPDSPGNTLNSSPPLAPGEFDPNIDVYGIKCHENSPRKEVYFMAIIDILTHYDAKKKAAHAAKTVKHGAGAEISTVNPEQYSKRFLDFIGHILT
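Compounds were pin-transferred onto PI5P4Kalpha and substrate in HEPES pH 7.4 buffer with EGTA, CHAPS and 5% DMSO. ATP (5 microM final) started the reaction, which ran 60 minutes at room temperature before ADP-Glo detection.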
Starred values were filed as active, the others as inactive; u = inconclusive; x = not tested or not shown; [ ] = remark or other dose. Unless noted, calls come from the whole dose curve; as a rule, active = well fitted curve in the direction sought with a large enough effect; inconclusive = small, poorly fitted or top-dose-only effect, or another doubt; inactive = no such curve, though single readings can be large; an effect the other way counts as inactive or inconclusive. No enrichment for hits; any-hit rate near 4.1%.

[1] O=c1[nH]c(/C=C/c2cccc([N+](=O)[O-])c2)c([N+](=O)[O-])c(=O)[nH]1
[2] CCC(=O)NCCc1nc2cc(NC(=O)Nc3ccccc3)ccc2n1C
[3] CC(C)=NN/C(N)=N/C(=S)Nc1ccc(C)cc1
[4] CCC(=O)c1cn(CC(=O)Nc2ccc(OC)cc2)c2ccccc12
[5] Cc1cccc(C(=O)NCc2nnc3c4ccccc4c(-c4ccccc4)nn23)c1
[6] Brc1ccc(-c2nnc(Cc3ccccc3)o2)cc1
[7] CCOC(=O)c1ccc(NS(=O)(=O)CC)cc1
[8] CCOc1c(Br)cc(CNc2ccc3c(c2)OCCO3)cc1OC
assay / compound,1,2,3,4,5,6,7,8
EPAC1 antagonist,u,5%,3%,-7%,22%,-8%,-6%,-10%
PLK1 PBD inh,-5%,0%,-17%,-25%,-1%,2%,-3%,-8%
Abeta yeast res,-2%,-16%,-7%,3%,-20%,5%,25%,-7%
FUS suppressor,12%,-19%,x,-2%,12%,6%,3%,50%
EPAC1 agonist,4%,-10%,8%,4%,-7%,12%,1%,16%
WRN helicase inh,-5%[11.6 µM],4%,2%,0%,1%,-5%,-4%,-4%
aSyn rescue,8%,-7%,-9%,-1%,-1%,10%,-3%,0%
IL-2 act,0.3,-2.3,-4.9,1.0,-1.0,-0.4,0.9,-0.5
PI5P4Ka inh,-67*,3,0,0,0,7,1,7

A different layout for 2 compounds above.
2) CCC(=O)NCCc1nc2cc(NC(=O)Nc3ccccc3)ccc2n1C
  EPAC1 antagonist: 5% | PLK1 PBD inh: 0% | Abeta yeast res: -16% | FUS suppressor: -19% | EPAC1 agonist: -10% | WRN helicase inh: 4% | aSyn rescue: -7% | IL-2 act: -2.3 | PI5P4Ka inh: 3
3) CC(C)=NN/C(N)=N/C(=S)Nc1ccc(C)cc1
  EPAC1 antagonist: 3% | PLK1 PBD inh: -17% | Abeta yeast res: -7% | FUS suppressor: x | EPAC1 agonist: 8% | WRN helicase inh: 2% | aSyn rescue: -9% | IL-2 act: -4.9 | PI5P4Ka inh: 0

Remaining list, next part:
[9] N#CC1=C(N)Oc2cc(N)ccc2C1c1ccccc1Cl (stereo not drawn)
[10] c1ccc(CN2CCN(C3=Nc4cccc5cccc3c45)CC2)cc1
[11] CC1(C)Cc2nc3oc4c(NCCCN5CCOCC5)ncnc4c3cc2CO1
[12] O=C(c1ccc(-n2cncn2)c([N+](=O)[O-])c1)N1CCN(c2cccc(Cl)c2)CC1
[13] CC1(C(=O)NS(=O)(=O)c2cccc(C#N)c2)CCN1C(=O)c1ccco1 (stereo not drawn)
[14] COc1ccc(CNC(=O)COc2ccc(S(=O)(=O)N3CCCCC3)cc2Cl)cc1
[15] CCCc1cc(=O)[nH]c(Nc2ccc(N3CCCCC3)cc2)n1
[16] O=C(NCc1ccccc1)c1ccc(Cl)c(S(=O)(=O)N2CCCC2)c1
assay / compound,9,10,11,12,13,14,15,16
EPAC1 antagonist,u,-14%,-14%,4%,5%,6%,20%,0%
PLK1 PBD inh,2%,-6%,-4%,0%,-11%,-6%,1%,-6%
Abeta yeast res,12%,15%,1%,5%,-2%,20%,0%,-5%
FUS suppressor,33%,10%,1%,x,-11%,14%,29%,37%
EPAC1 agonist,17%,1%,9%,8%,5%,1%,-5%,-5%
WRN helicase inh,-10%,-12%,4%,-10%,-1%,-23%,-4%,-3%
aSyn rescue,3%,1%,-6%,1%,-2%,0%,0%,0%
IL-2 act,1.9,3.1,-0.3,0.2,0.5,-8.4,-2.3,-0.8
PI5P4Ka inh,-10,5,2,1,-2,12,x,-4

[17] Cc1cc2cc3c(cc2nc1SCC(=O)N1CCCC1)OCCO3
[18] O=C1[C@H](Cc2ccccc2)NCC=CC[C@H](c2ccc(Cl)cc2)N1Cc1ccc(Cl)cc1
[19] COc1ccc(/C=N/NC(=O)CCCOc2ccc(Cl)cc2Cl)cc1[N+](=O)[O-]
[20] Cc1c(Cl)cccc1NC(=O)N1CCCC1
[21] CCOC(=O)N1CCN(c2c(NCCN3CCN(Cc4ccccc4)CC3)c(=O)c2=O)CC1
[22] O=c1cc(N2CCC3(CC2)OCCO3)[nH]c(=O)n1-c1ccc(Br)cc1
[23] COc1cc(/C=N/NC(=O)Cc2nnc(NC(=O)c3ccccc3)s2)ccc1O
[24] CC1CCN(c2ccc(S(=O)(=O)Nc3cc(C(=O)O)cc(C(=O)O)c3)cc2[N+](=O)[O-])CC1
assay / compound,17,18,19,20,21,22,23,24
EPAC1 antagonist,2%,-29%,8%,27%,10%,0%,1%,-8%
PLK1 PBD inh,-9%,9%,5%,-9%,-3%,-2%,-10%,-3%
Abeta yeast res,-15%,-33%[inhibitor],6%,-8%,-4%,11%,-10%,-3%
FUS suppressor,14%,41%,x,1%,-19%,33%,40%,12%
EPAC1 agonist,1%,14%,3%,-1%,-10%,-8%,5%,11%
WRN helicase inh,-2%,-9%,-8%,-1%,-1%,1%,-24%,-10%
aSyn rescue,3%,-38%[inhibitor],10%,-12%,-4%,6%,-1%,-4%
IL-2 act,-5.0,-0.4,-1.2,2.0,0.8,-2.2,-0.6,-0.2
PI5P4Ka inh,-8,24,4,5,-3,x,u,-5

[25] CCN(C(=O)COC(=O)/C(C#N)=C/c1ccc(OC)cc1)C1CCS(=O)(=O)C1 (stereo not drawn)
[26] O=C(O)c1ccc(N=Nc2c(O)[nH]c3ccccc23)cc1
[27] Cc1cc(C)c2c(c1)/C(=N/NC(=O)c1cc(C)oc1C)CCC2
[28] CC(=O)/C(C(=N)N1CCN(Cc2ccccc2)CC1)=C(\C)O
[29] CCN1C(=O)[C@H]2[C@@H](c3ccc(C)cc3)N3C(=O)N(c4ccc(C)cc4)C(=O)[C@@]3(Cc3ccc(Cl)cc3)[C@H]2C1=O
[30] Cc1c(C2C(C#N)=C(N)OC3=C2C(=O)CCC3)cnn1C (stereo not drawn)
[31] CCn1c(=S)sc2c(=O)n(-c3ccccc3)c(SC)nc21
[32] CCc1ccc2c(CN3CCOCC3)cc(=O)oc2c1
assay / compound,25,26,27,28,29,30,31,32
EPAC1 antagonist,4%,-5%,2%,8%,1%,6%,-14%,-2%
PLK1 PBD inh,-10%,-7%,2%,-15%,-4%,-26%,-10%,-2%
Abeta yeast res,3%,-23%,-2%,-10%,-8%,-14%,-21%,-10%
FUS suppressor,3%,15%,x,10%,19%,-12%,20%,27%
EPAC1 agonist,6%,2%,15%,1%,1%,6%,9%,-5%
WRN helicase inh,0%,-4%,-17%,11%,-1%,-27%[57.1 µM],1%,1%
aSyn rescue,-10%,-25%,0%,-11%,1%,1%,2%,0%
IL-2 act,0.1,-0.1,-3.5,0.3,-0.2,0.3,-2.7,0.0
PI5P4Ka inh,-2,u,0,6,1,1,x,-1

[33] CCOC(=O)c1ccc(NC(=O)NCc2ccccn2)cc1
[34] O=C(Nc1ccccc1)Nc1cc(OCC(F)(F)F)cc(OCC(F)(F)F)c1
[35] O=S1(=O)CCO[C@H]2Cc3ccccc3[C@H]2N1Cc1ccccc1F
[36] CCN(CC)S(=O)(=O)c1ccc(NC2c3ccccc3C(=O)N2Cc2ccc3c(c2)OCO3)cc1 (stereo not drawn)
[37] O=C(O)C1C2C=CC(O2)C1C(=O)NCCc1cccc(Cl)c1 (stereo not drawn)
[38] COc1ccc(N=Cc2ccc(N(CCC#N)CCC#N)cc2)cc1
[39] CCOc1ccc(NC(=O)CC2C(=O)N(CC)C(=S)N2CCNC(C)=O)cc1 (stereo not drawn)
[40] CCCCCOc1ccc(NC(=O)CCCC(=O)O)cc1
[41] Cc1cc(C(=O)C(C)Sc2cccc[n+]2[O-])c(C)n1-c1ccc(Cl)cc1 (stereo not drawn)
assay / compound,33,34,35,36,37,38,39,40,41
EPAC1 antagonist,6%,-21%,-11%,-16%,8%,8%,14%,5%,-9%
PLK1 PBD inh,-8%,-2%,1%,-13%,3%,-6%,-4%,-2%,u
Abeta yeast res,6%,-14%,-19%,5%,-16%,9%,-2%,21%[9.22 µM],13%
FUS suppressor,-4%,4%,-10%,-14%,4%,x,10%,-17%,14%
EPAC1 agonist,5%,-12%,-18%,2%,-1%,2%,-13%,1%,-14%
WRN helicase inh,-5%,-22%[57.1 µM],1%,-8%,1%,3%,-30%[57.1 µM],-12%,-4%
aSyn rescue,4%,-2%,13%,-1%,-17%,0%,0%,3%,2.8µM*
IL-2 act,-3.1,-6.6,0.3,-1.9,-1.3,0.2,-0.4,-2.8,-5.0
PI5P4Ka inh,1,10,6,7,-3,-3,-3,-2,-10

Of the compounds above, these contain an aryl methoxy group.
[4] CCC(=O)c1cn(CC(=O)Nc2ccc(OC)cc2)c2ccccc12
[8] CCOc1c(Br)cc(CNc2ccc3c(c2)OCCO3)cc1OC
[14] COc1ccc(CNC(=O)COc2ccc(S(=O)(=O)N3CCCCC3)cc2Cl)cc1
[19] COc1ccc(/C=N/NC(=O)CCCOc2ccc(Cl)cc2Cl)cc1[N+](=O)[O-]
[23] COc1cc(/C=N/NC(=O)Cc2nnc(NC(=O)c3ccccc3)s2)ccc1O
[25] CCN(C(=O)COC(=O)/C(C#N)=C/c1ccc(OC)cc1)C1CCS(=O)(=O)C1 (stereo not drawn)
[38] COc1ccc(N=Cc2ccc(N(CCC#N)CCC#N)cc2)cc1
assay / compound,4,8,14,19,23,25,38
EPAC1 antagonist,-7%,-10%,6%,8%,1%,4%,8%
PLK1 PBD inh,-25%,-8%,-6%,5%,-10%,-10%,-6%
Abeta yeast res,3%,-7%,20%,6%,-10%,3%,9%
FUS suppressor,-2%,50%,14%,x,40%,3%,x
EPAC1 agonist,4%,16%,1%,3%,5%,6%,2%
WRN helicase inh,0%,-4%,-23%,-8%,-24%,0%,3%
aSyn rescue,-1%,0%,0%,10%,-1%,-10%,0%
IL-2 act,1.0,-0.5,-8.4,-1.2,-0.6,0.1,0.2
PI5P4Ka inh,0,7,12,4,u,-2,-3
